p53 reactivation = mutant p53 re-activation in reporter cells; H1299 p53-A138V BP100-luciferase reporter, luminescence, 24 h; Potency, µM (top dose mostly 92.2 µM), without a hit: top-dose activity change, positive = activation, most hits filed as activators; actives 0.063% (n = 320,000); also: % of control where 0% means no effect; nearly all actives have a fitted effect of over 45% in size
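H1299 (p53-null), stable ts p53-A138V + BP100-Luc; 1000 cells/well, Opti-MEM/10% FBS; cpd 4 pt, 1:5; 24 h, 37 deg C, 5% CO2; detection reagent 10 min RT; luminescence.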
uPA surface inh = blocks generation of uPA at the cell surface; AID 540303; actives 0.31% (n = 330,000); cell surface uPA generation assay, qHTS; Potency, µM (highest dose often 38.3 µM), inactives show at the top dose activity change, negative = inhibition, usual class: inhibitors; active = well fitted inhibition curve with a large enough effect; inconclusive = small, poorly fitted or top-dose-only effect; inactive = no such curve, though single readings can be large or run the other way; tested in mouse RAW 264.7 cells; also: % is scaled to controls: 0 for no effect and ±100 for the full control effect; nearly all actives have a fitted effect of over 55% in size
ELG1 genotoxic = inducers of genotoxicity in HEK293T ELG1-luciferase cells; Potency, µM (series often up to 46 µM), without a hit: at the top dose activity change, positive = activation, most hits filed as activators; HEK293T ELG1-luciferase reporter, luminescence, 16 h; actives 1.3% (n = 330,000); also: % of control where 0% means no effect; nearly all actives have a fitted effect of over 60% in size
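ELG1-luciferase HEK293T cells, 2,000/well; compound pinned in; 16 hr, 37 °C, 5% CO2; ONE-Glo, 30 min RT; luminescence on CCD imager.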
MBNL1 CUG block = blocks human MBNL1 binding to CUG repeat RNA. TR-FRET MBNL1-His/biotin-(CUG)12 binding, 665/545 ratio. Potency, µM (doses to about 57.5 µM), for inactives: at the top dose activity change, negative = inhibition, most hits filed as inhibitors. actives 0.036% (n = 280,000). Q9NR56; active = well fitted inhibition curve with a large enough effect in the signal ratio, with a control signal flat, not every such curve was filed as active; inconclusive = small, poorly fitted or top-dose-only effect, or effect the other way, or a change in a side signal; inactive = no such curve, though single readings can be large or run the other way; the % refers to the signal ratio; also: % is scaled to controls: 0 for no effect and ±100 for the full control effect
Target sequence (Q9NR56 whole entry, looked up): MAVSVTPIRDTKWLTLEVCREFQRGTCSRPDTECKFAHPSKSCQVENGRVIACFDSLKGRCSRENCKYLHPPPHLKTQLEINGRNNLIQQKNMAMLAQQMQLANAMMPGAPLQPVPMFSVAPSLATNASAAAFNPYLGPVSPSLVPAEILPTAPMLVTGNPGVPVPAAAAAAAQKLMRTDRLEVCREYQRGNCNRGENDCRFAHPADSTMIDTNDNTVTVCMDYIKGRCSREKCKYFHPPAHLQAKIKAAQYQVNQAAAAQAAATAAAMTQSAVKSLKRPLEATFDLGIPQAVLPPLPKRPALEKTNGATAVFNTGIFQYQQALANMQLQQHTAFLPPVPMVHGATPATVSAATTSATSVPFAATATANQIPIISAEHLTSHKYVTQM
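Compounds (final 92 nM to 58 uM) are added to His-tagged MBNL1 and biotin-(CUG)12, then terbium anti-His antibody and streptavidin-XL665 (5 nM final). After 60 min at room temperature, the 665/545 nm ratio is read.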
RORg inh = inhibitors of mouse ROR gamma transcriptional activity | Drosophila S2 Gal4-RORgamma UAS-luciferase reporter, 20 h | Potency, µM (doses to about 53.6 µM), inactives show top-dose activity change, negative = inhibition, usual class: inhibitors | actives 5.4% (n = 310,000); also: % is scaled to controls: 0 for no effect and ±100 for the full control effect; nearly all actives have a fitted effect of over 60% in size
Target sequence (P51450 whole entry, looked up, the tested form may be a part): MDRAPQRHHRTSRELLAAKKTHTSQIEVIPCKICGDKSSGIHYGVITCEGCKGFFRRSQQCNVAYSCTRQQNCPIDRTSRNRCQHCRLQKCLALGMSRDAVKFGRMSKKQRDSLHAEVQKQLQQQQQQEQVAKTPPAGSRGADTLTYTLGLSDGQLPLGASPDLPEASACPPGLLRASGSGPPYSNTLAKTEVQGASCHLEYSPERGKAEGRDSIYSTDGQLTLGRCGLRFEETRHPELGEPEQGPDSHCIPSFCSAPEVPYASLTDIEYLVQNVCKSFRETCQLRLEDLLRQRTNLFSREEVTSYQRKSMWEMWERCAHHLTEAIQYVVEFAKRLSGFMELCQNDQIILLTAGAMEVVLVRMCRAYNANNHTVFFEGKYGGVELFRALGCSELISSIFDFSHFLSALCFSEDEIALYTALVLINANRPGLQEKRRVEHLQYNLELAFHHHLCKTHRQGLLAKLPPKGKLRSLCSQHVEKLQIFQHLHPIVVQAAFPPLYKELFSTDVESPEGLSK
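Luminescence from a UAS-regulated Photinus luciferase reporter in stably transfected Drosophila Schneider cells is measured; decreased signal marks ROR gamma inhibition. Fusion expression is induced by 700 uM copper sulfate for 20 hr.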
BRCA1 expr up = activators of BRCA1 expression; AID 624202; MCF7-BRCA1-FFLuc reporter, luminescence, 48 h; response scale: scaled: vehicle 0%, 10 µM genistein 100%; actives 1.1% (n = 380,000); Potency, µM (doses to about 46.1 µM), for inactives: top-dose activation, usual class: activators; also: nearly all actives have a fitted effect of over 80% in size; some results filed as inactive show a strong effect at the top dose
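MCF7 cells carrying a BRCA1-firefly luciferase reporter (2000 cells/well, phenol-red free MEM) were attached for 2 h at 37 °C, then given compounds for 48 h. Luminescence was read 15 min after luciferase reagent; activity normalized to genistein (10 microM) and DMSO.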
FLuc counter = inhibits or activates purified firefly luciferase, miR-21 counter-screen | P08659 | purified FLuc, Km substrates, luminescence inhibition | Potency, µM (top dose mostly 57.5 µM), for the others: top-dose activity change, negative = inhibition, actives largely listed as inhibitors | actives 6.9% (n = 360,000);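 also: plate controls were vehicle for no effect and reference inhibitor for full effect; nearly all actives have a fitted effect of over 55% in size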
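Purified P. pyralis luciferase, 10 nM final, with Km-level 10 uM D-luciferin and 10 uM ATP in 50 mM Tris acetate pH 7.5, 10 mM Mg acetate, 0.01% Tween-20, 0.05% BSA; 6-point qHTS titration about 60 µM downward; luminescence read.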
Gal4-VP16 FLuc = Gal4-VP16 reporter inhibition counter-screen; actives 3.5% (n = 310,000); AID 2546; Potency, µM (highest dose often 53.6 µM), for the others: top-dose activity, negative = inhibition, usual class: inhibitors; Drosophila S2 Gal4-VP16 UAS-luciferase, luminescence, 20 h;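 also: Gal4-VP16 expression switched on by copper sulfate through the metallothionein promoter; % is scaled to controls: 0 for no effect and ±100 for the full control effect; nearly all actives have a fitted effect of over 50% in size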
NPC1 promoter act = activates the NPC1 promoter; Huh7 NPC1 promoter luciferase reporter, 24 h; Potency, µM (highest dose often 9.22 µM), for inactives: at the highest dose activation, hits mostly activators; actives 2.4% (n = 320,000);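 also: % of control where 0% means no effect; nearly all actives have a fitted effect of over 60% in size; reporter is driven by a mutant NPC1 promoter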
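Stable NPC1-promoter luciferase Huh7 line; cpd (DMSO) 24 h, 37 °C, 5% CO2; Amplite luciferase reagent 10 min RT; luminescence readout. qHTS format.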
Rab9 promoter act = Rab9 promoter activation | Huh7 Rab9 promoter-luciferase reporter, luminescence, 24 h | Potency, µM (series often up to 9.22 µM), for the others: top-dose activation, negative = inhibition, actives largely listed as activators | actives 2.8% (n = 320,000); also: % of control where 0% means no effect; nearly all actives have a fitted effect of over 60% in size
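Luciferase signal after 10 min detection reagent at ambient indicates Rab9 promoter upregulation; stably transfected Huh7 cells were treated 24 h with compound in DMSO at 37 °C, 5% CO2.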
Active calls of the source: *; ? = inconclusive; · = no result given; [ ] = remark or other dose. Unless noted, calls follow the shape of the dose curve; as a rule, active = well fitted curve in the direction sought with a large enough effect; inconclusive = small, poorly fitted or top-dose-only effect, or another doubt; inactive = no such curve, though single readings can be large; an effect the other way counts as inactive or inconclusive. Potency is read from the fitted curve at half-maximal effect.

No. | smiles | uPA surface inh | RORg inh | MBNL1 CUG block | Rab9 promoter act | FLuc counter | BRCA1 expr up | p53 reactivation | ELG1 genotoxic | NPC1 promoter act | Gal4-VP16 FLuc
1 | CCc1ccc(OC(C)C(=O)Nc2ccccc2C(=O)N2CCOCC2)cc1 (stereo unspecified) | ? | 5.4% | 2.7% | 11.9% | 1.7% | 4.1% | 1.1% | -10.2% | 0.1% | -1.5%
2 | CCOC(=O)N1CCC(NC(=O)c2ccc3c(c2)sc2nc(-c4cccc(OC)c4)cn23)CC1 | · | -7.8% | 18.2% | 1.5% | ? | · | ? | -3.0% | -0.3% | 3.8%
3 | COC(=O)c1ccc(S(=O)(=O)NCCc2ccccc2OC)n1C | -1.5% | 4.0% | -5.6% | -8.0% | 4.1% | -5.3% | 0.3% | -0.1% | 3.6% | -6.7%
4 | O=C(O)CSc1c2c(nc3cc(C(=O)Nc4cccc(C(F)(F)F)c4)ccc13)CCCC2 | 6.1% | ? | 4.3% | 3.5% | -5.2% | -1.4% | -5.0% | -2.5% | -0.6% | 1.1%
5 | CCn1nc(NC(=O)c2ccco2)c2cc3cc(C)ccc3nc21 | -14.5% | 39.6% | · | 5.4% | ? | -0.4% | -1.8% | -1.6% | 1.4% | -10.2%
6 | CCOC(=O)C(Cc1c(F)cccc1Cl)c1ccnc2nc(N)nn12 (stereo unspecified) | -17.8% | 4.2% | -4.4% | 0.0% | -0.1% | -5.5% | -5.6% | 4.3% | -1.8% | -12.4%
7 | CCCNC(=O)CSc1ccc(S(=O)(=O)N2CCCCC2)cn1 | ? | · | · | -1.6% | 3.3% | -14.3% | -4.8% | -1.7% | -3.8% | ·
8 | COC(=O)COc1cccc2c(=O)n(CC(=O)NCc3ccc(F)cc3)ccc12 | 0.631µM* | 0.0% | 17.5% | -14.2% | 1.0% | -33.1% | 7.1% | 13.1% | -25.6% | 5.8%
9 | O=C(COc1ccc(Cl)cc1Cl)NC(=O)c1ccccc1 | -0.1% | -16.5% | 2.8% | -3.5% | 0.9% | 14.2% | 13.4% | 13.4% | -5.4% | -8.9%
10 | COc1ccccc1N(CC(=O)NCC1CCCO1)C(=O)CNS(=O)(=O)c1ccc(C)cc1 (stereo unspecified) | · | 24.2% | -6.7% | -4.1% | -1.0% | 0.3% | 1.8% | 1.0% | 0.4% | -5.7%
11 | Cn1cccc1C1(C(F)(F)F)NCCNC1=O (stereo unspecified) | 0.7% | 33.6%[0.365 µM] | -1.7% | 4.4% | 2.6% | 4.0% | 15.6% | -1.1% | -4.1% | ·
12 | N/C(=N\S(=O)(=O)c1ccc(Cl)cc1)N1CCOCC1 | 0.6% | -11.1% | -21.5% | -3.7% | 1.8% | 8.0% | -2.7% | 0.4% | -1.8% | 10.5%
13 | COc1ccc(CCNC(=O)COc2ccc(S(=O)(=O)N3CCOCC3)cc2)cc1OC | 5.5% | 5.8% | -3.8% | -2.2% | 2.5% | 1.9% | -3.6% | -0.6% | -2.5% | 9.8%
14 | O=C(O)[C@@H]1CC(O)CN1C(=O)CCc1c[nH]c2ccccc12 (stereo partly specified) | -1.2% | 32.5% | 1.7% | 3.9% | -0.9% | 26.9% | 8.5% | 0.9% | -2.0% | 3.6%
15 | Cc1cc2ncn(CCOc3ccccc3C#N)c2cc1C | 17.3% | -41.5% | -7.2% | -0.3% | -16.4% | 15.9% | -9.4% | -3.1% | 6.8% | -10.4%
16 | CC(C)CNC(=O)c1cc([N+](=O)[O-])ccc1N1CCOCC1 | 1.8% | -3.6% | ? | -4.4% | 5.9% | -2.1% | 2.5% | 1.4% | 0.1% | -11.8%
17 | CCCCC(CC)Cn1c(O)c(/C=C2\C=NN=C2c2ccccc2)sc1=S (stereo unspecified) | 21.4% | 19.5% | 3.8% | -2.6% | 3.7% | -90.0%[inhibitor] | -17.2% | -5.7% | -1.8% | ?
18 | Cc1cccc(OC(C)C(=O)Nc2nccs2)c1 (stereo unspecified) | 1.1% | -31.5% | -3.5% | -2.4% | -7.3% | 16.1% | 7.0% | -1.6% | 6.5% | 2.6%
19 | CS(=O)(=O)n1nc(-c2ccccc2)nc1N | 4.1% | -3.1% | 0.7% | -1.8% | 5.2% | 20.0% | -2.5% | -0.6% | 0.9% | 14.6%
20 | CNC(=S)Nc1cc(OC)c(NC(=O)c2ccco2)cc1OC | 1.5% | 8.2% | -6.0% | -6.7% | 2.6% | -1.4% | -2.1% | -1.3% | -4.7% | -8.3%
21 | CCOc1ccc(Br)cc1C(=O)N/N=C/c1ccc([N+](=O)[O-])cc1 | 0.5% | 4.0% | 11.4% | -6.6% | -4.7% | -20.4% | -2.9% | 14.2% | -2.3% | -0.2%
22 | COc1cccc(C2(C)NC(=O)N(CC(=O)c3cc(C)n(C4CC4)c3C)C2=O)c1 (stereo unspecified) | -6.4% | · | · | -3.6% | · | -20.0% | -2.6% | 0.8% | -0.3% | ·
23 | Cc1cc(O)c(C(=O)Nc2cccc(Cl)c2)c(=O)n1C | -8.8% | ? | -9.5% | 2.51µM* | 3.38µM* | -0.2% | -3.3% | 10.3µM* | 2.24µM* | ?
24 | O=C(CN1C(=O)CCS(=O)(=O)c2ccccc21)Nc1ccccc1F | 0.4% | 2.9% | -7.0% | -5.7% | 3.3% | 0.4% | 3.4% | 3.4% | -6.9% | -3.7%
25 | O=C(COC(=O)C1=COCCO1)Nc1ncc(C(F)(F)F)cc1Cl | -0.7% | 3.3% | 10.8% | -0.2% | 4.0% | 0.8% | -3.3% | 5.0% | -2.5% | 2.0%
26 | CCCCN1CCCCC1C(=O)Nc1c(C)cccc1C (stereo unspecified) | -23.3% | 17.0% | · | -2.6% | 2.3% | -13.8% | -0.3% | -8.7% | -0.8% | 7.3%
27 | CCOC(=O)c1c(C)[nH]c(N=Nc2cccc(OC)c2)c1C | 1.7% | 3.98µM* | 4.9% | 1.12µM* | 1.69µM* | ? | ? | ? | 1.78µM* | -16.2%
28 | Cc1ccc(NC(=O)C2CC(=O)N(c3ccc4c(c3)OCCO4)C2)cc1S(=O)(=O)N1CCCCCC1 (stereo unspecified) | -7.5% | · | · | -15.8% | 2.1% | -60.6% | -1.7% | -1.7% | -4.8% | ·
29 | Cc1ccc(NC(=O)Nc2c(Cl)cccc2Cl)cn1 | -24.4% | -13.6% | -3.0% | -0.6%[1.84 µM] | -10.0% | -23.9% | 0.3% | 3.8% | -0.6% | -12.1%
30 | Cc1cccc(O)c1C | 2.2% | 3.2% | · | · | · | 5.1% | 3.2% | -1.6% | · | -2.6%
31 | CC(C)[C@H](NC(=O)OC(C)(C)C)C(=O)N1CCC(C(=O)N[C@@H](C)C(=O)Nc2ccc(F)cc2)CC1 | -11.5% | 5.3% | -12.6% | -0.4% | 0.6% | 14.5% | 0.2% | -3.6% | -3.0% | -4.7%
32 | N#C/C(=C(/O)COC(=O)CSc1ccc2ccccc2c1)c1nc2ccccc2[nH]1 | ? | 7.08µM* | 35.2%[activator] | -5.3% | -17.1% | -3.3% | ? | ? | -1.0% | 14.1µM*
33 | COc1ccc(CN(C)CC(=O)N2CCc3ccccc3C2)cc1 | -0.1% | -10.7% | -4.5% | -0.3% | -0.8% | -4.5% | 2.0% | 1.7% | 0.5% | 5.7%
34 | COCCCNC(NC(=O)c1ccc(OC)cc1)C(Cl)(Cl)Cl (stereo unspecified) | 1.0% | 36.5% | -3.8% | -2.7% | -0.6% | -62.8% | -2.2% | -6.8% | -0.8% | -1.3%
35 | COc1ccccc1NC(=O)CC(=O)c1cccc([N+](=O)[O-])c1 | -2.9% | 14.6% | ? | 0.5%[1.84 µM] | ? | -15.0% | 2.0% | 0.8% | 8.9% | -5.7%
36 | O=c1c(Cl)c(N2CCOCC2)cnn1-c1ncc(C(F)(F)F)cc1Cl | -3.5% | 22.7% | -0.6% | -0.3% | 6.5% | -4.4% | 0.5% | -5.4% | 0.0% | 5.1%
37 | O=C1COc2cc(S(=O)(=O)CCC(=O)N3CCCCC3)c(Cl)cc2N1 | 15.3% | 2.9% | 3.2% | 2.1% | 4.6% | -6.7% | · | 5.2% | 1.0% | 3.2%
38 | CC1Cc2ccccc2N1Cc1nc2cc(Cl)ccc2c(=O)[nH]1 (stereo unspecified) | -0.8% | 7.7% | 20.4% | 0.1% | 13.8% | -49.7% | -0.3% | -1.7% | 2.8% | 2.9%
39 | COc1ccc(Cl)cc1-c1csc(N)n1 | -2.1% | 20.7% | 4.7% | -7.7% | -7.5% | 4.9% | -5.6% | -1.0% | -2.2% | 3.3%
40 | COc1ccc(N=C2NC(=O)/C(=C\c3ccco3)S2)cc1 | 0.8% | -36.2% | 17.7% | 1.4% | ? | 66.2% | 14.6% | 10.2% | 12.5% | -5.2%[10 µM]
41 | COc1cccc(-c2ccc(-c3noc(-c4ccccc4F)n3)c(OC)n2)c1 | · | -31.6% | 2.3% | -4.2% | ? | 10µM* | 2.7% | ? | 4.1% | 1.1%

Screens deposited in PubChem BioAssay by National Center for Advancing Translational Sciences (NCATS).
